Screening data as filed in PubChem.
TcdB GH inh: TcdB glycohydrolase inhibition; 350,000 tested, 0.24% active; inhibition, % at 9.99 µM; P18177; TcdB glycohydrolase enzymatic assay, plate reader; in the data active = inhibition above about 10%
Target sequence (P18177 whole entry, looked up): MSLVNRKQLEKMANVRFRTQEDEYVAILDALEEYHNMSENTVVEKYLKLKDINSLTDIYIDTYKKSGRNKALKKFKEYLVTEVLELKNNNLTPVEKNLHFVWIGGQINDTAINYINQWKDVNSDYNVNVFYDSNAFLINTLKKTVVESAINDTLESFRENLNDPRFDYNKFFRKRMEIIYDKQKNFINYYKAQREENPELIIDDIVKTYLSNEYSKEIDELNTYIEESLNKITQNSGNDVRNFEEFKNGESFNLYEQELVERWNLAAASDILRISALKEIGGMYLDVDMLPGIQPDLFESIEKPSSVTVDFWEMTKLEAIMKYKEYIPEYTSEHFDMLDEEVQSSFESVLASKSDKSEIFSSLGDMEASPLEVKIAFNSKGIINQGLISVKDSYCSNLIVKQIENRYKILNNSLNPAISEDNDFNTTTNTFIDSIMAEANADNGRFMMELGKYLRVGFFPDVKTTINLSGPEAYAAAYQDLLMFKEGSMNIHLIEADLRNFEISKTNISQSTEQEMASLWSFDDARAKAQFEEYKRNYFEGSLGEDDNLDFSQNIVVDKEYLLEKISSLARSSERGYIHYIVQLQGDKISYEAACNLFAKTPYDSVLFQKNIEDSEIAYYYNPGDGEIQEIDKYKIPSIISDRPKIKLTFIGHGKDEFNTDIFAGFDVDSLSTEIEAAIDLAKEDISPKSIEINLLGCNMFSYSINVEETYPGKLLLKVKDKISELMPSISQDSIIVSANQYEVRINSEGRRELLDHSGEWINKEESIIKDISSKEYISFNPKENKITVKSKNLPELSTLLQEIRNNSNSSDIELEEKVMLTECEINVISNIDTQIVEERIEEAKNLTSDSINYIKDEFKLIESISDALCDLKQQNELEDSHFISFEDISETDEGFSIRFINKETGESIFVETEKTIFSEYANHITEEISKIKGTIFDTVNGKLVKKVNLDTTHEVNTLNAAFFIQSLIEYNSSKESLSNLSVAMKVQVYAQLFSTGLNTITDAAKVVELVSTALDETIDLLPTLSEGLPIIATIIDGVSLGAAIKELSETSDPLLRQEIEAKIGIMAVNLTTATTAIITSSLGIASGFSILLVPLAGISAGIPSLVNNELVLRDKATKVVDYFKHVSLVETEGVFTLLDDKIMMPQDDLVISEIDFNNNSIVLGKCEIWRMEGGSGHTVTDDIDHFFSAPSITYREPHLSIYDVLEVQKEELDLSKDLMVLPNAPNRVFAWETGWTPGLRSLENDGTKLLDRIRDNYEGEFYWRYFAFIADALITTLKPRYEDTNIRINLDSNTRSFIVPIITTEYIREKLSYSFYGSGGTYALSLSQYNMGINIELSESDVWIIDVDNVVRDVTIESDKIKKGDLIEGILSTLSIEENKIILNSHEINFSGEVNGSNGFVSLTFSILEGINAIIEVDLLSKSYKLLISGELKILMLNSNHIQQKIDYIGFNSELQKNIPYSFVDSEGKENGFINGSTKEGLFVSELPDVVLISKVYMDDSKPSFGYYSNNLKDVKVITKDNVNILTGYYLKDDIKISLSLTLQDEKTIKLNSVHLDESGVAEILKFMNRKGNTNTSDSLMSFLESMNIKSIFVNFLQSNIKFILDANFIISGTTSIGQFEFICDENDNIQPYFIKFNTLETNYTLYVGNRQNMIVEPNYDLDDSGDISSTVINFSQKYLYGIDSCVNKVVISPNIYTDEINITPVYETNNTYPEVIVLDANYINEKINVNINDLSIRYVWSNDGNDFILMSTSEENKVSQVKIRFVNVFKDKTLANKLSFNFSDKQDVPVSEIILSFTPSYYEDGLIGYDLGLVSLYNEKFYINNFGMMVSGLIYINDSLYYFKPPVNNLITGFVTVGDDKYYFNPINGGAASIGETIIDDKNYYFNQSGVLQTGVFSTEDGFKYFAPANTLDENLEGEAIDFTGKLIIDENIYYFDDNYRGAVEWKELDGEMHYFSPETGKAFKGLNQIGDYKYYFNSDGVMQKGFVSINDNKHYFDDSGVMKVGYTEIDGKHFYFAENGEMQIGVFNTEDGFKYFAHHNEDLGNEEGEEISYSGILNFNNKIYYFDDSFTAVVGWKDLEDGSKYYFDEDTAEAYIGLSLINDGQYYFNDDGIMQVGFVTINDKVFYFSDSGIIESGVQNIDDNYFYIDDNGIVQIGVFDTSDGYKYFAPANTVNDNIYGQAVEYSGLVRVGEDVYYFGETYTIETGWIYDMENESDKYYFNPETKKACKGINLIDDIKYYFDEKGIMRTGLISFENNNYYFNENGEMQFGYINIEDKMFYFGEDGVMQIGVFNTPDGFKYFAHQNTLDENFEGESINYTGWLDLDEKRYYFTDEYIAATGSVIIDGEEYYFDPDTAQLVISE
Numbers without * were called inactive. The list is partial, so the mix of outcomes need not match the whole.

Start of the listing, in advance, 2 compounds:
SMILES	TcdB GH inh
CCOC(=O)[C@]12CCC=C1N(CCC1=CCCCC1)C(=O)[C@H](CC(=O)NCc1cccc(C(F)(F)F)c1)C2	0.3
CCCC#Cc1ccc([C@H]2[C@@H](CO)N(C(C)=O)[C@H]2CNC(=O)C2CC2)cc1	-0.8

Results, previewed entries included:
SMILES	TcdB GH inh
CCOC(=O)[C@]12CCC=C1N(CCC1=CCCCC1)C(=O)[C@H](CC(=O)NCc1cccc(C(F)(F)F)c1)C2	0.3
CCCC#Cc1ccc([C@H]2[C@@H](CO)N(C(C)=O)[C@H]2CNC(=O)C2CC2)cc1	-0.8
Cc1cccc(S(=O)(=O)N2CC[C@H]3[C@@H](CO)N(C)c4ccc(-c5cccc(C#N)c5)cc4[C@H]32)c1	-0.5
O=C(C1=C[C@@H](c2ccc(C(F)(F)F)cc2)C[C@@H](OCc2ccc(CO)cc2)O1)N1CCCC1	-6.5
CCCCNC(=O)c1nc(-c2ccc(C(F)(F)F)cc2)oc1-c1ccccc1	0.1
C[C@@H]1CN([C@@H](C)CO)C(=O)Cc2cc(NC(=O)CCCCCC(=O)Nc3ccccc3N)ccc2O[C@@H]1CN(C)CC1CC1	0.3
COc1ccc(Cn2cc(CN(C)C3CN(Cc4cn(Cc5ccc(OC)cc5)nn4)S(=O)(=O)C3)nn2)cc1 (centres undefined)	0.3
C[C@@H]1CCCCO[C@@H](CN(C)C(=O)Nc2ccc(C(F)(F)F)cc2)[C@@H](C)CN([C@H](C)CO)C(=O)c2cc(NS(=O)(=O)c3ccc(F)cc3)ccc2O1	-1.6
C[C@H]1CN([C@@H](C)CO)C(=O)c2cc(NC(=O)Cc3cn(C)c4ccccc34)ccc2O[C@@H]1CN(C)CC1CC1	0.7
COCC(=O)N1CC2(CN(Cc3ccc(OC)cc3)C2)c2c([nH]c3cc(OC)ccc23)[C@H]1CO	1.9
COc1ccc2c3c(n(C)c2c1)[C@@H](CO)N(C(=O)CC1CC1)CC31CN(Cc2nccs2)C1	0.0
COc1ccccc1-c1ccc(C2[C@H]3CNC[C@@H]2N3Cc2cc(-c3ccccc3)on2)cc1 (some centres undefined)	-0.1
C[C@@H]1CN([C@H](C)CO)C(=O)Cc2cc(NC(=O)CCCCCC(=O)Nc3ccccc3N)ccc2O[C@H]1CN(C)C(=O)Nc1ccc(F)cc1	-0.5
C[C@H](CO)N1C[C@H](C)[C@@H](CN(C)Cc2ccc(C(=O)Nc3ccccc3N)cc2)Oc2ccc(NC(=O)Nc3ccc(F)cc3)cc2CC1=O	0.2
CN1CCN(C(=O)[C@@H]2[C@@H](CO)[C@@H]3Cn4c(ccc(-c5ccncc5)c4=O)[C@@H]3N2CC2CC2)CC1	-0.2
CCC(=O)N1[C@H](CO)[C@H](c2ccccc2)C12CN(C(=O)NC1CCCC1)C2	-0.2
CCCC#Cc1ccc([C@@H]2[C@H]3CN(C(=O)Nc4cccc(F)c4)CC(=O)N3[C@H]2CO)cc1	0.9
CCOC(=O)C1=C(C(=O)OCC)C2N(Cc3ccc(C(F)(F)F)cc3)c3ccccc3[C@@]23C[C@@H](C(=O)OC)N(S(=O)(=O)c2ccccc2C)C3=N1 (some centres undefined)	-1.6
COc1ccc2c3c(n(C)c2c1)[C@@H](CO)NCC31CN(C(=O)Nc2ccc(F)cc2F)C1	-1.7
C=CCN1C(=O)c2n[nH]c(COC)c2C1c1ccc(C)cc1 (centres undefined)	1.0
COc1ccccc1NC(=O)C[C@H]1CC[C@H]2[C@@H](COc3ccc(NC(C)=O)cc3C(=O)N2C)O1	0.4
COc1ccccc1Cc1c(-c2ccco2)nc2c3ccccc3ccn12	0.8
CO[C@H]1CN(C)C(=O)c2cc(NC(=O)CC(F)(F)F)ccc2OC[C@@H](C)N(S(=O)(=O)c2cn(C)cn2)C[C@@H]1C	-0.8
COc1ccc2c3c([nH]c2c1)[C@@H](CO)N(C(=O)c1ccccc1)CC31CCN(Cc2cccnc2)CC1	1.0

11 of the compounds above, as comma-separated lines:
SMILES,TcdB GH inh
COc1ccc2c3c(n(C)c2c1)[C@@H](CO)N(C(=O)CC1CC1)CC31CN(Cc2nccs2)C1,0.0
COc1ccccc1-c1ccc(C2[C@H]3CNC[C@@H]2N3Cc2cc(-c3ccccc3)on2)cc1 (some centres undefined),-0.1
C[C@@H]1CN([C@H](C)CO)C(=O)Cc2cc(NC(=O)CCCCCC(=O)Nc3ccccc3N)ccc2O[C@H]1CN(C)C(=O)Nc1ccc(F)cc1,-0.5
C[C@H](CO)N1C[C@H](C)[C@@H](CN(C)Cc2ccc(C(=O)Nc3ccccc3N)cc2)Oc2ccc(NC(=O)Nc3ccc(F)cc3)cc2CC1=O,0.2
CN1CCN(C(=O)[C@@H]2[C@@H](CO)[C@@H]3Cn4c(ccc(-c5ccncc5)c4=O)[C@@H]3N2CC2CC2)CC1,-0.2
CCC(=O)N1[C@H](CO)[C@H](c2ccccc2)C12CN(C(=O)NC1CCCC1)C2,-0.2
CCCC#Cc1ccc([C@@H]2[C@H]3CN(C(=O)Nc4cccc(F)c4)CC(=O)N3[C@H]2CO)cc1,0.9
CCOC(=O)C1=C(C(=O)OCC)C2N(Cc3ccc(C(F)(F)F)cc3)c3ccccc3[C@@]23C[C@@H](C(=O)OC)N(S(=O)(=O)c2ccccc2C)C3=N1 (some centres undefined),-1.6
COc1ccc2c3c(n(C)c2c1)[C@@H](CO)NCC31CN(C(=O)Nc2ccc(F)cc2F)C1,-1.7
C=CCN1C(=O)c2n[nH]c(COC)c2C1c1ccc(C)cc1 (centres undefined),1.0
COc1ccccc1NC(=O)C[C@H]1CC[C@H]2[C@@H](COc3ccc(NC(C)=O)cc3C(=O)N2C)O1,0.4

(listing goes on)
SMILES	TcdB GH inh
O=C(NC1CCCC1)N1CC(=O)N2[C@H](C1)[C@@H](c1ccc(-c3cccc(F)c3)cc1)[C@@H]2CO	0.4
COc1ccc(S(=O)(=O)Nc2ccc3c(c2)CC(=O)N([C@@H](C)CO)C[C@H](C)[C@@H](CN(C)Cc2ccc(C(=O)Nc4ccccc4N)cc2)O3)cc1	-1.5
COc1ccccc1C#Cc1ccc([C@H]2[C@H](C#N)N(C(=O)C3CCCC3)[C@H]2CO)cc1	-0.3
COc1ccc(-c2ccccc2[C@H]2[C@@H](CO)N(C(=O)C3CCC3)[C@H]2C#N)cc1	1.0
O=C1Nc2c(Cl)cc(Cl)cc2C12Nc1ccccc1S2 (centres undefined)	-0.3
COC(=O)C1=CN(c2cccc(OCc3ccccc3)c2)C(N)=C(C#N)C1c1ccc(-c2ccccc2)cc1 (centres undefined)	-4.3
N#Cc1ccc(-c2ccc([C@@H]3[C@@H](CO)N4C(=O)CN(C(=O)C5CCCCC5)C[C@H]34)cc2)cc1	1.5
COc1ccc(NC(=O)N(C)C[C@H]2OCCCC[C@H](C)Oc3ccc(NC(=O)c4ccccc4)cc3C(=O)N([C@H](C)CO)C[C@H]2C)cc1	0.1
CC(C)(C)N1C(=O)c2ccccc2NC(=O)C1C(=O)NCCc1ccccc1 (centres undefined)	0.6
COC(=O)[C@@H]1[C@@H](CO)[C@@H]2Cn3c(cccc3=O)[C@@H]2N1C(=O)C1CCCC1	-0.9
Nc1cc2ccccc2cc1NS(=O)(=O)N1CCCCC1	-0.2
CCCNC(=O)N1CC2(CN(CC3CCOCC3)C2)c2c(n(C)c3cc(OC)ccc23)[C@@H]1CO	0.4
COc1ccc2c3c(n(C)c2c1)[C@H](CO)N(C(=O)c1ccncc1)CC31CN(C(C)=O)C1	0.6
C[C@H](C(=O)N(C)C[C@H]1OCc2ccccc2-c2c(n(C)c3ccccc23)C(=O)N([C@@H](C)CO)C[C@H]1C)c1ccccc1	-3.4
COc1cccc(CN2CC3(CN(CC4CC4)C3)c3c([nH]c4cc(OC)ccc34)[C@@H]2CO)c1	-0.3
O=C(C(=O)N1CCC(CNC(=O)C2COc3ccccc3O2)CC1)c1cc2ccccc2o1 (centres undefined)	1.5
COCC(=O)N1[C@H](CO)[C@H](c2ccccc2)C12CN(C(=O)Nc1ccccc1F)C2	-1.6
CCCNC(=O)N1CC2(CCN(C(=O)C3CC3)CC2)c2c([nH]c3cc(OC)ccc23)[C@H]1CO	0.5
Nc1[nH]c(C(=O)c2ccccc2)c(-c2ccc(Cl)cc2)c1C(=O)c1c[nH]c2ccc(Br)cc12	-0.4
C#CCNC(=O)c1cc(-c2ccccc2)sc1N	4.0
CC(C)C#Cc1ccc([C@H]2[C@H]3CN(C(=O)C4CCCCC4)CC(=O)N3[C@H]2CO)cc1	1.1
CCCC(=O)N1CC2(C1)CN(C(=O)C1CCCCC1)[C@H](CO)c1[nH]c3cc(OC)ccc3c12	0.7
O=C(CC1CC1)N1CC[C@@H]2[C@@H](CO)Nc3ccc(-c4ccc(F)cc4)cc3[C@@H]21	2.5
Cc1ccc(C2NC(=O)c3n[nH]c(C(C)C)c32)cc1 (centres undefined)	1.6
CC(C)(C)C(=O)c1c(N)[nH]c(C(=O)c2ccccc2)c1-c1ccc(Br)cc1	-3.5
COc1ccc(NC(=O)N(C)C[C@@H]2Oc3ncc(C#CCC(C)C)cc3C(=O)N([C@@H](C)CO)C[C@H]2C)cc1	0.1
COC(=O)C1=C(C)N(Cc2ccccc2C(F)(F)F)C(=NCc2ccccc2)NC1CCc1ccccc1 (centres undefined)	0.6
CS(=O)(=O)N1CC(=O)N2[C@H](CO)[C@H](c3ccc(C#CCC4CCCC4)cc3)[C@@H]2C1	1.2
COc1ccc(CN(C)C[C@@H]2Oc3ccc(NC(=O)Nc4ccc(C(F)(F)F)cc4)cc3C(=O)N([C@@H](C)CO)C[C@@H]2C)cc1	-5.7
CC(C)C#Cc1ccc([C@@H]2[C@H](CO)N3C(=O)CN(C(=O)C4CCCCC4)C[C@@H]23)cc1	0.3
COc1ccccc1S(=O)(=O)N[C@H]1CC[C@H](CCn2cc(C3CCCC3)nn2)O[C@H]1CO	0.2
O=C(NC1CCCC1)C1c2ccccc2OCC(=O)N1CC(F)(F)F (centres undefined)	0.8
C[C@@H]1CN([C@H](C)CO)C(=O)c2cc(NS(=O)(=O)c3cccs3)ccc2O[C@H]1CN(C)S(=O)(=O)c1ccccc1	-0.1
C[C@H](CO)N1C[C@H](C)[C@H](CN(C)S(=O)(=O)c2ccccc2)Oc2c(NC(=O)CCCCCC(=O)Nc3ccccc3N)cccc2C1=O	0.8
C[C@@H]1CN(S(=O)(=O)C(C)(C)C)[C@@H](CCO)/C1=C\CCO	1.3
COCC(=O)N1[C@H](C#N)[C@H](c2ccccc2-c2ccccc2)[C@@H]1CO	0.0
CC(C)(C)[S@@](=O)N1Cc2cc(C(=O)N3CCCCC3)nc(-c3cccc(Br)c3)c2[C@H]1CCO	0.9
CS(=O)(=O)N1[C@@H]2c3ccc(-c4ccccc4F)c(=O)n3C[C@@H]2[C@@H](CO)[C@@H]1C(=O)NCC1CC1	-0.5
CO[C@H]1CN(C)C(=O)c2ccc(NC(C)=O)cc2OC[C@@H](C)N(Cc2ccccc2C(=O)O)C[C@@H]1C	0.1
COc1ccc(NC(=O)C2c3ccccc3OCC(=O)N2CC(F)(F)F)cc1 (centres undefined)	2.5
CCCCCCCCN1C(=O)[C@H](CC(=O)N2CCN(C(=O)OCC)CC2)C[C@@]2(C(=O)OC)CC(C)(C)CC=C12	0.2
CCS(=O)(=O)N1CC(=O)N2[C@@H](CO)[C@H](c3ccc(C#CC4CCCCC4)cc3)[C@@H]2C1	1.2
O=C(C1CC1)N1CC2(C1)[C@H](c1ccccc1)[C@H](CO)N2Cc1cncnc1	0.9
CO[C@@H]1CN(C)C(=O)c2ccc(NC(=O)c3cnccn3)cc2OC[C@@H](C)N(C)C[C@@H]1C	2.2
CC(C)CC#Cc1ccc([C@H]2[C@H](CO)N3C(=O)CN(C(=O)c4cccc(F)c4)C[C@@H]23)cc1	-0.5
Cc1cc(N2CCN(C(C(=O)NC3CCCC3)c3ccc(-c4ccccc4)cc3)CC2)c2ccccc2n1 (centres undefined)	-0.5
CCCNC(=O)N1CCC2(CC1)CN(C(=O)NC1CCCC1)[C@@H](CO)c1[nH]c3cc(OC)ccc3c12	-0.3
CNC[C@@H]1OCc2ccccc2-c2c(n(C)c3ccccc23)C(=O)N([C@@H](C)CO)C[C@@H]1C	1.6
Cc1noc(C)c1S(=O)(=O)Nc1ccc2c(c1)C(=O)N([C@@H](C)CO)C[C@H](C)[C@H](CN(C)Cc1ccc(C(=O)Nc3ccccc3N)cc1)O2	-0.1
C/C=C/c1ccccc1[C@@H]1[C@@H](C#N)N(S(=O)(=O)c2cccc(F)c2)[C@H]1CO	0.8
O=C1c2c(-c3ccc(Br)cc3)noc2CCN1Cc1cn(Cc2cccnc2)nn1	0.6
COc1ccc2c3c(n(C)c2c1)[C@@H](CO)N(Cc1ccc(F)cc1)CC31CCN(CC2CCOCC2)CC1	-3.0
COCCCn1cc(CN2CC(N3CCN(CCN(C)C)CC3)CS2(=O)=O)nn1 (centres undefined)	2.3
C[C@@H]1CN([C@@H](C)CO)C(=O)c2cccc(NC(=O)CCCCCC(=O)Nc3ccccc3N)c2O[C@@H]1CN(C)Cc1ccc2c(c1)OCO2	-0.3
O=C(NCc1ccc(F)cc1)[C@H]1[C@H](CO)[C@H]2Cn3c(cccc3=O)[C@@H]1N2C(=O)C1CC1	1.1
CCC(=O)Nc1ccc2c(c1)OC[C@@H](C)N(C(=O)CC1CC1)C[C@H](C)[C@H](OC)CN(C)C2=O	-0.1
COc1ccc2c3c(n(C)c2c1)[C@@H](CO)N(C(=O)C1CC1)CC31CCN(C(=O)CN(C)C)CC1	-0.3
C[C@H]1CN([C@@H](C)CO)C(=O)c2cc(C#CCc3ccccc3)cnc2O[C@@H]1CN(C)C(=O)C1CCC1	0.9
CN(C)CCCCCCN(C)C	0.3
N#C[C@H]1[C@@H](c2ccccc2C2=CCCC2)[C@H](CO)N1C(=O)c1ccccn1	1.2
(further entries)
SMILES	TcdB GH inh
COC(=O)[C@@]12C[C@@H](CC(=O)NCc3cccc(C(F)(F)F)c3)C(=O)N(CCc3ccc(OC)c(OC)c3)C1=CCC(C)(C)C2	-1.7
Cc1ccccc1-c1ccc(C2[C@H]3CNC[C@@H]2N3C(=O)Nc2ccc(C(F)(F)F)cc2)cc1 (some centres undefined)	0.6
CN1CCN(C(=O)C[C@H]2CC[C@@H]3[C@H](COC[C@@H](O)CN3CC3CCCC3)O2)CC1	0.3
COc1ccccc1S(=O)(=O)N1CC[C@@H]2[C@H]1c1cc(C#CC3CCCCC3)ccc1N[C@@H]2CO	0.5
COC(=O)C[C@@H]1C=C[C@@H](NC(=O)Nc2cccc(F)c2)[C@@H](CO)O1	1.0
Cn1c(=O)oc2ccc(S(=O)(=O)Nc3ccc(Cl)cc3[N+](=O)[O-])cc21	-1.3
